Screens: PubChem BioAssay, several laboratories
E coli growth: reduces bacterial viability in AddAB counter-screen; E. coli V3065 growth, OD600 absorbance, 18 h; inhibition, % at 11.9 µM; 330,000 compounds, 0.27% hits;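 active = inhibition above the campaign's mean inhibition across all tested compounds plus 3 SD, cut at about 9.9% in these data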;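 note: uninfected addAB+ strain grown without phage in ampicillin broth; 0% = DMSO wells and 100% = ciprofloxacin 0.95 µg/ml wells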
MOR-DOR ag: OPRM1-OPRD1 heterodimerization agonism. activation, % at 9.3 µM. P35372+P41143. cells, luminescence. 340,000 compounds, 0.3% hits; in the data active = activation above about 18%;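 note: 0% = vehicle-treated cells and 100% = reference agonist; values of inactives mirror those of a sister screen read the other way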
Mot1-301 SUMO: SUMOylation pathway inhibition by Mot1-301 growth rescue | growth rescue, % at 18.8 µM | 320,000 compounds, 1% hits | AID 2716 | S. cerevisiae Mot1-301 growth rescue, ATP luminescence, 38.5C; percent above DMSO median, 100 means doubled;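 active = every valid replicate shows activation above 250% relative to neutral control wells; inactive = the rest, any valid replicate at or below 250%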;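 note: OY570 slx delta 5 strain wells were the positive control but not used for scaling; some compounds called inactive have numbers as strong as hits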
HTR5A ag: counter-screen for OPRM1-OPRD1 agonists: human HTR5A agonism. activation, % at 9.3 µM. AID 504692. 340,000 compounds, 0.61% hits. P47898. HTR5A agonist assay, luminescence, cell-based; in the data active = activation mostly above about 9.5%, no sharp cut-off; inactive = mostly below about 7.6%;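 note: 0% = cells with vehicle only and 100% = reference agonist; strong numbers were not always called active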
Target sequence (P47898 whole entry, looked up): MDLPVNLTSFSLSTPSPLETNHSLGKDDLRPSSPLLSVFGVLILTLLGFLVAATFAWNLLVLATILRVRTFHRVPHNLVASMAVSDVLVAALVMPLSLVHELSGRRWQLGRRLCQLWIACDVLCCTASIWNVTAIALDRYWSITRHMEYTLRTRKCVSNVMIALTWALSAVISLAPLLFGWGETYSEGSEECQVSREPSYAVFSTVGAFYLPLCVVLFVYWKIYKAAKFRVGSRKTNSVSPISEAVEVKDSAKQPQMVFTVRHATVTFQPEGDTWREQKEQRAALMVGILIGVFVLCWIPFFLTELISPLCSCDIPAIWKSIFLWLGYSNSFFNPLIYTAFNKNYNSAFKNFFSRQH
HTR5A inv ctr: counter-screen for OPRM1-OPRD1 inverse agonists: human HTR5A inverse agonism. P47898. HTR5A cell line, luminescence. inhibition, % at 9.3 µM. 340,000 compounds, 0.083% hits. AID 504634; in the data active = inhibition mostly above about 23%, no sharp cut-off; inactive = mostly below about 18%;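 note: 0% = cells with DMSO and 100% = no-cell wells with DMSO; some compounds called inactive have numbers as strong as hits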
PKA-R1A act: activates the PKA-R1A holoenzyme complex; PKA-R1A dissociation, Cy5-IP20 fluorescence polarization; scaled: DMSO 0%, 113 µM cGMP 100%; activation, % at 11.4 µM; 340,000 compounds, 0.083% hits; AID 504707;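 active = percent activation above the mean of all tested compounds plus 3 SD, cut at about 19% in these data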;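 note: higher means more PKAc released from R1A so a rise in polarization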
phage Ecoli inh: E. coli growth loss with phage present. growth absorbance. inhibition, % at 11.9 µM. 360,000 compounds, 0.26% hits. AID 651602; in the data active = inhibition above about 11%
AddAB inh: less growth of phage-infected E. coli with AddAB. E. coli expressing H. pylori AddAB, absorbance growth. inhibition, % at 11.9 µM. 330,000 compounds, 0.29% hits; in the data active = inhibition above about 12%;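 note: 0% = vehicle wells of infected cells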
OPRM1-OPRD1 inv: inverse agonist of human OPRM1-OPRD1 heterodimerization; 340,000 compounds, 0.21% hits; AID 504357; P35372+P41143; cell-based MOR-DOR heterodimer luminescence, inverse agonism; inhibition, % at 9.3 µM; in the data active = inhibition above about 22%, passing the limit was not always enough;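 note: 0% = cells with DMSO and 100% = wells without cells with DMSO; values of inactives mirror those of a sister screen read the other way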
Pemphigus Ab inh: blocks pemphigus antibody binding to human desmoglein-3; P32926; DSG3-coupled beads, scFv-anti-DSG3-GFP binding, flow cytometry; hits give low values; binding (percent of control), % at 10 µM; 310,000 compounds, 0.48% hits;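 active = binding more than 3 SD below its plate's average and above zero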;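 note: hits lower antibody fragment binding to DSG3; some compounds called inactive have numbers as strong as hits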
PfHsp90 yeast 2: inhibits growth of yeast expressing Plasmodium falciparum Hsp90 | S. cerevisiae expressing PfHsp90, BacTiter-Glo ATP, 48 h; yeast lacking PDR1 and PDR3 efflux regulators | inhibition, % at 9.4 µM | 310,000 compounds, 0.32% hits;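 active = every replicate shows inhibition above about 80%, whatever the replicate mean, limit read from the data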;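 note: 0% = DMSO neutral controls and 100% = 20 µM radicicol positive controls; yeast relying on Plasmodium falciparum Hsp90 in place of its own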
* = called active by the depositor; . = not tested or not shown. Outcome played no part in choosing rows. About 3.2% of those tested had a hit in this group.

SMILES | E coli growth | MOR-DOR ag | Mot1-301 SUMO | HTR5A ag | HTR5A inv ctr | PKA-R1A act | phage Ecoli inh | AddAB inh | OPRM1-OPRD1 inv | Pemphigus Ab inh | PfHsp90 yeast 2
Cc1ccc(OCC(=O)Nc2ccc3c(c2)ncn3C)cc1 | . | -1.3 | . | -2 | 8 | -5 | 2.5 | . | 7 | 106 | -18
Cc1ccc(NC(=O)N2CCN(c3ccccn3)CC2)cc1 | 0.9 | -3.2 | 19 | -1 | 10 | 8 | 5.4 | 3.9 | 18 | 103 | -1
CCN1CCN(CCCN(Cc2ccco2)C(=S)Nc2cccc(Cl)c2C)CC1 | -2.6 | -0.3 | 7 | -5 | 13 | -11 | 4.9 | 5.0 | 1 | 125 | 1
CC(NC(=O)CN1C(=O)NC2(CCCCC2C)C1=O)c1ccccc1 (stereo not given) | 2.3 | -3.0 | -15 | -2 | 2 | 5 | 1.9 | 1.0 | 12 | 97 | 0
CSc1nn(-c2ccc(C(=O)OC(C(=O)NC(N)=O)C(C)C)cc2)c(=S)s1 (stereo not given) | 0.8 | 1.7 | -11 | -3 | 7 | -19 | 2.9 | -0.8 | -9 | 79 | -4
O=C(Cn1cnc2ccccc2c1=O)Nc1ccc(-c2nnc3n2CCCCC3)cc1 | 2.5 | -0.3 | 888 | 5 | -17 | -6 | 1.2 | 1.1 | 2 | 108 | .
CCc1cccc(NC(=O)CSC2=NS(=O)(=O)c3ccccc32)c1 | 3.3 | 4.5 | -7 | 0 | -3 | -8 | 1.4 | 0.6 | -26 | 109 | -17
CCOc1ccc(S(=O)(=O)N(C)c2ccc(OCC(=O)Nc3ccc4[nH]c(=O)[nH]c4c3)cc2)cc1 | 0.9 | -1.8 | -1 | 1 | 8 | -12 | 2.5 | 6.1 | 11 | 103 | 11
Cn1nc(C(=O)N2CCN(C(c3ccccc3)c3ccccc3)CC2)c2ccccc2c1=O | 1.3 | -0.6 | -2 | -3 | 4 | -1 | 3.8 | 0.4 | 3 | 98 | -21
CC(NC(=O)COC(=O)Cn1cnc2ccccc2c1=O)C1CC2CCC1C2 (stereo not given) | -1.1 | -2.4 | -17 | -2 | 6 | 12 | 1.1 | 2.0 | 12 | 89 | 1
O=C(OCn1nnc2ccccc2c1=O)c1cc(-c2ccccc2)nc2ccccc12 | -0.5 | -1.5 | 62 | 7 | -19 | -6 | 2.9 | 2.2 | 9 | 92 | 11
CCN(CCNC(=O)Nc1ccc(Cl)cc1)c1ccccc1 | 7.9 | 4.5 | 210 | -3 | 6 | -6 | 8.5 | 8.3 | -23 | 101 | -58
Cc1ccc(-n2c(SCC(=O)N/N=C/C=C/c3ccccc3[N+](=O)[O-])nc3ccccc3c2=O)cc1 | -2.4 | 2.0 | -7 | -2 | 28 | -5 | 1.2 | -1.2 | -10 | . | 10
COc1ccc(OC)c(-c2nc3cc4ccccc4cc3nc2-c2ccccc2)c1 | 0.3 | 4.8 | -5 | 0 | -1 | -5 | 3.5 | -0.2 | -35 | 80 | .
N#Cc1ccccc1OCC(=O)NCC1(N2CCCCC2)CCCCC1 | -1.7 | 0.3 | -5 | -1 | -6 | 12 | 1.9 | 2.4 | -1 | 127 | .
CC(C)[C@H](NC(=O)OCc1ccccc1)C(=O)OCC(=O)N1CCN(c2ccccc2)CC1 | -1.7 | -1.4 | 4 | -1 | 2 | -9 | 3.8 | -1.9 | 7 | 99 | -8
CCc1nnc(SCc2cccc(F)c2)nc1CC | -0.7 | -2.2 | -3 | -1 | -25 | -6 | 0.9 | 2.6 | 12 | 99 | -5
CCN1C(=O)[C@@H]2[C@@H](c3ccc(-c4cc(C(C)=O)cs4)cc3)N3CCC[C@@]3(C(=O)OC)[C@@H]2C1=O | . | -2.7 | . | 2 | 12 | -6 | 3.3 | . | 15 | 103 | .
O=C(O)CCCNC(=O)OCc1ccccc1 | 0.1 | -1.1 | -14 | 8 | -5 | -9 | 3.7 | 3.0 | 6 | . | 8
Cc1ccc(C(=O)Oc2cc(N)n(S(=O)(=O)c3ccc(F)cc3)n2)cc1 | 1.6 | 3.9 | 9 | -1 | -2 | 4 | 0.7 | 3.5 | -24 | . | -34
COc1ccc(CC(NC(C)=O)C(=O)NC2CCN(S(=O)(=O)c3ccc(NC(C)=O)cc3)CC2)c(OC)c1 (stereo not given) | 0.0 | -3.8 | 4 | -2 | 6 | -1 | -1.4 | 0.3 | 20 | 103 | -2
CCCC(c1nnnn1Cc1ccc(F)cc1)N1CCN(C)CC1 (stereo not given) | -1.1 | -3.2 | 6 | 1 | -1 | 9 | 2.1 | 0.8 | 16 | 105 | -2
C=CCOC(=O)/C(=C\c1cccc2ccccc12)NC(=O)c1ccccc1 | 1.4 | -1.6 | -10 | -4 | -11 | -7 | 3.3 | -0.5 | 9 | 111 | -3
Cc1nn2c(-c3ccncc3)nnc2c2ccccc12 | 0.1 | -2.8 | -6 | -4 | 9 | -3 | 4.6 | 3.9 | 11 | . | -59
COc1ccc2c(c1)N1CCN=C1N2C | 0.0 | -0.1 | -3 | 11 | -4 | -12 | 1.1 | 1.2 | 1 | 114 | 12
Cc1cc(NC(=O)CO/N=C/c2ccc3c(c2)OCO3)ccc1Br | -1.1 | -0.9 | 4 | 4 | 16 | -7 | 4.5 | -1.2 | 5 | 108 | 30
COc1ccccc1OCCn1cc(/C=N/NC(=O)c2ccncc2)c2ccccc21 | -2.2 | -2.1 | 13 | -4 | 11 | 0 | 1.1 | -0.1 | 10 | . | -70
Cc1ccc(OC(C)C(=O)Nc2cc(C)on2)cc1 (stereo not given) | 1.4 | -4.0 | -10 | 1 | -27 | -6 | 0.3 | 0.6 | 22 | 95 | -3
COc1ccc([C@@H]2CC=C(C(=O)O)[C@H](c3ccc(F)cc3)N2S(=O)(=O)c2ccc(Cl)cc2)cc1 | -3.0 | -0.3 | -20 | -1 | 24 | -1 | 2.5 | 1.3 | 2 | 102 | -57
Cn1c(=O)c2[nH]c(CCNC(=O)c3ccccc3)nc2n(C)c1=O | . | -3.0 | . | -1 | 3 | 4 | 3.0 | . | 15 | 99 | -2

2 consecutive entries already listed:
SMILES | E coli growth | MOR-DOR ag | Mot1-301 SUMO | HTR5A ag | HTR5A inv ctr | PKA-R1A act | phage Ecoli inh | AddAB inh | OPRM1-OPRD1 inv | Pemphigus Ab inh | PfHsp90 yeast 2
COc1ccc([C@@H]2CC=C(C(=O)O)[C@H](c3ccc(F)cc3)N2S(=O)(=O)c2ccc(Cl)cc2)cc1 | -3.0 | -0.3 | -20 | -1 | 24 | -1 | 2.5 | 1.3 | 2 | 102 | -57
Cn1c(=O)c2[nH]c(CCNC(=O)c3ccccc3)nc2n(C)c1=O | . | -3.0 | . | -1 | 3 | 4 | 3.0 | . | 15 | 99 | -2

Following part:
SMILES | E coli growth | MOR-DOR ag | Mot1-301 SUMO | HTR5A ag | HTR5A inv ctr | PKA-R1A act | phage Ecoli inh | AddAB inh | OPRM1-OPRD1 inv | Pemphigus Ab inh | PfHsp90 yeast 2
CC1CC2OC(=O)C3(C)CCCC(C)(C23)C1(O)CCc1ccoc1 (stereo not given) | -1.1 | -1.6 | 34 | 4 | -14 | -8 | -0.5 | 0.7 | 8 | 99 | -18
C1CCN=C(Nc2nn[nH]n2)CC1 | 2.9 | 0.2 | -17 | -2 | 1 | 1 | 0.9 | 1.3 | -1 | 98 | -18
Cc1ccc(Cn2cc(S(=O)(=O)c3ccc(Cl)cc3)c(=O)c3cc(F)ccc32)cc1 | -0.8 | 5.0 | 50 | 10 | -23 | -4 | 1.8 | -0.8 | -26 | . | -21
COc1ccc(-c2ccc(CCC(=O)O)n2CC(=O)Nc2ccccc2C)cc1 | -1.2 | -2.0 | 45 | 0 | -1 | 5 | -1.0 | 3.8 | 10 | 101 | 17
CC(C)=CCC[C@](C)(O[C@@H]1O[C@H](CO[C@@H]2OC[C@@H](O)[C@H](O)[C@H]2O)[C@@H](O)[C@H](O)[C@H]1O)C1CC[C@]2(C)C1[C@H](O)CC1[C@@]3(C)CC[C@H](O[C@@H]4O[C@H](CO)[C@@H](O)[C@H](O)[C@H]4O)C(C)(C)C3CC[C@]12C (stereo not given in full) | -1.1 | -3.0 | -4 | 1 | 6 | 0 | 5.9 | -0.9 | 14 | 100 | -9
COc1ccc(NC(=O)CCCCC#Cc2ccccc2)cc1 | 2.7 | 3.4 | -20 | 0 | 21 | -7 | 2.1 | 3.9 | -19 | 108 | 8
COc1ccccc1/C=N/Nc1cc(C)nc(N2CCOCC2)n1 | -0.1 | 0.8 | 121 | 4 | -13 | 10 | 0.2 | -0.8 | -4 | 101 | -23
CCCCc1nnc(NC(=O)CCS(=O)(=O)c2ccc(Cl)cc2)s1 | -0.9 | 0.9 | -7 | 7 | -16 | 4 | 0.9 | 0.1 | -4 | 116 | -7
O=C(COc1ccccc1)NCC(=O)N/N=C/c1ccc(O)cc1O | -2.9 | -2.2 | -5 | 1 | -2 | -4 | -2.3 | 1.6 | 11 | 90 | -21
COc1ccccc1NC(=O)CN1CCN(CC(=O)Nc2ccc(Cl)c(C(F)(F)F)c2)CC1 | . | 2.3 | . | 9 | -26 | -10 | 2.1 | . | -13 | 99 | 20
Cc1cc(C)cc(OCC(=O)Nc2ccc3c(c2)OCO3)c1 | -0.1 | -1.1 | 4 | 2 | -4 | 4 | 3.6 | 1.3 | 6 | 92 | -7
CC(C)c1c(O)c2c(n(-c3ccccc3)c1=O)CCCC2 | -1.0 | -0.7 | -3 | 5 | -9 | -6 | 3.1 | -1.4 | 5 | 102 | 7
CN(C)c1ccc(S(=O)(=O)N2CCCCC2)cc1NC(=O)C1=COCCO1 | -3.1 | -4.0 | 1 | -5 | -9 | 2 | 1.0 | -1.8 | 22 | 106 | -6
Cc1ccc(C(=O)N/C(=C/c2ccco2)C(=O)NCCc2c[nH]c3ccccc23)cc1C | 3.3 | -0.5 | 8 | 20* | -56 | -8 | 1.5 | -0.2 | 3 | . | 22
CCN1C(=O)[C@@H]2[C@@H](c3ccc(-c4ccc(C(C)=O)cc4)c(OC)c3)N3CCC[C@@]3(C(=O)OC)[C@@H]2C1=O | 0.9 | -1.6 | 10 | 6 | 16 | -3 | 0.2 | 0.1 | 9 | 100 | -31

Some of these compounds in order of their number in PKA-R1A act, lowest first:
| Molecule | MOR-DOR ag | Mot1-301 SUMO | PKA-R1A act | phage Ecoli inh | AddAB inh | OPRM1-OPRD1 inv | Pemphigus Ab inh | PfHsp90 yeast 2 |
| --- | --- | --- | --- | --- | --- | --- | --- | --- |
| CC1CC2OC(=O)C3(C)CCCC(C)(C23)C1(O)CCc1ccoc1 (stereo not given) | -1.6 | 34 | -8 | -0.5 | 0.7 | 8 | 99 | -18 |
| Cc1ccc(Cn2cc(S(=O)(=O)c3ccc(Cl)cc3)c(=O)c3cc(F)ccc32)cc1 | 5.0 | 50 | -4 | 1.8 | -0.8 | -26 | . | -21 |
| CN(C)c1ccc(S(=O)(=O)N2CCCCC2)cc1NC(=O)C1=COCCO1 | -4.0 | 1 | 2 | 1.0 | -1.8 | 22 | 106 | -6 |
| Cc1cc(C)cc(OCC(=O)Nc2ccc3c(c2)OCO3)c1 | -1.1 | 4 | 4 | 3.6 | 1.3 | 6 | 92 | -7 |
